# HEK cytotox = cytotoxic compounds in HEK 293 cells | HEK 293 viability, ATP luminescence (CellTiter-Glo), 48-72 h | Potency, µM (highest dose often 115 µM), for the others: at the top dose activity change, negative = cytotoxicity, actives largely listed as inhibitors | 94,000 tested, 6.6% active; note: potency is the fitted concentration of half-maximal effect; nearly all actives have a fitted effect of over 60% in size
#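 Cytotoxicity was scored by loss of ATP-coupled luminescence (CellTiter-Glo) in HEK 293 cells. Compound treatment ran 48 or 72 hr at 37 degree Celsius, 5% CO2, 95% humidity.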
# HEK293 viab = reduces viability of HEK-293 SNCA reporter cells. Potency, µM (top dose mostly 57.1 µM), without a hit: at the top dose activity change, negative = cytotoxicity, hits mostly cytotoxic. AID 1671193. 150,000 tested, 0.12% active. HEK-293-SNCA-luc viability, GF-AFC fluorescence, 24 h;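 note: potency is the fitted concentration of half-maximal effect; 0% = DMSO-treated cells and -100% = medium-only wells without cells; nearly all actives have a fitted effect of over 30% in size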
#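 HEK-293-SNCA-luc cells (1500/well) plated 24 h, then exposed 24 h to a dilution series; GF-AFC added 30 min at 37C, fluorescence 405/540 nm; normalised to medium-only and DMSO wells, Hill fit.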
# IP6K1 inhibitor = IP6K1 kinase inhibition | Q92551 | IP6K1 kinase, ADP-Glo luminescence, 2 h; stronger effect = lower value | activity change, % (series mostly up to about 58 µM) | 140,000 tested, 0.81% active | AID 1645851; in the data active = activity change below about -25%
#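 ADP-Glo luminescence measures ADP made by human IP6K1 during a 2 h RT reaction with ATP/IP6 (mix at 1.3 mM/130 uM); top library doses 57.5 and 19.1 uM final.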
# FLuc inh = inhibitors of firefly (Photinus pyralis) luciferase; P08659; purified P. pyralis luciferase, luminescence, biochemical; Potency, µM (doses to about 115 µM), for the others: top-dose activity change, negative = inhibition, hits mostly inhibitors; 76,000 tested, 2.5% active; note: potency is the fitted concentration of half-maximal effect; nearly all actives have a fitted effect of over 65% in size
# Target sequence (P08659 whole entry, looked up): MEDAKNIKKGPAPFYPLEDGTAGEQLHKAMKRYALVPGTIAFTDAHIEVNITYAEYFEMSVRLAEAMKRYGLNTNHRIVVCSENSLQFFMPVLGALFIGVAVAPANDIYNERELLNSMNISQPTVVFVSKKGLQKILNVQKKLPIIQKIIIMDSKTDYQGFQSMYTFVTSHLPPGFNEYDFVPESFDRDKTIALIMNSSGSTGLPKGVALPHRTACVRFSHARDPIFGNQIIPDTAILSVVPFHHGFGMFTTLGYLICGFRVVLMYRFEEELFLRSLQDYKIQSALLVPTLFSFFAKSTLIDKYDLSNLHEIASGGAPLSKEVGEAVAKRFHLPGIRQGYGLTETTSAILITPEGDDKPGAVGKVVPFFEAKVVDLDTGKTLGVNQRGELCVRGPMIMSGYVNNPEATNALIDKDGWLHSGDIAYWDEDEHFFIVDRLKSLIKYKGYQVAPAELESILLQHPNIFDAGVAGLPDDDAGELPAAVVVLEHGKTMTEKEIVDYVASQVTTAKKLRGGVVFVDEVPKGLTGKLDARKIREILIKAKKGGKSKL
#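 Purified P. pyralis luciferase (10nM final) in 50mM Tris acetate pH 7.5, 10mM Mg acetate, 0.01% Tween-20, 0.05% BSA with 10uM D-luciferin and 10uM ATP. Compounds titrated qHTS. Luminescence imaged on CCD.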
# GPT2 inhibitor = GPT2 alanine aminotransferase inhibition; Q8TD30; Recombinant GPT2, coupled pyruvate oxidase/HRP Amplex Red fluorescence; Potency, µM (doses to about 57.7 µM), for the others: at the top dose activity change, negative = inhibition, actives largely listed as inhibitors; 100,000 tested, 0.25% active; AID 1671188; note: potency is the fitted concentration of half-maximal effect; nearly all actives have a fitted effect of over 60% in size; many of its hits are not listed in these tables
# Target sequence (Q8TD30 whole entry, looked up): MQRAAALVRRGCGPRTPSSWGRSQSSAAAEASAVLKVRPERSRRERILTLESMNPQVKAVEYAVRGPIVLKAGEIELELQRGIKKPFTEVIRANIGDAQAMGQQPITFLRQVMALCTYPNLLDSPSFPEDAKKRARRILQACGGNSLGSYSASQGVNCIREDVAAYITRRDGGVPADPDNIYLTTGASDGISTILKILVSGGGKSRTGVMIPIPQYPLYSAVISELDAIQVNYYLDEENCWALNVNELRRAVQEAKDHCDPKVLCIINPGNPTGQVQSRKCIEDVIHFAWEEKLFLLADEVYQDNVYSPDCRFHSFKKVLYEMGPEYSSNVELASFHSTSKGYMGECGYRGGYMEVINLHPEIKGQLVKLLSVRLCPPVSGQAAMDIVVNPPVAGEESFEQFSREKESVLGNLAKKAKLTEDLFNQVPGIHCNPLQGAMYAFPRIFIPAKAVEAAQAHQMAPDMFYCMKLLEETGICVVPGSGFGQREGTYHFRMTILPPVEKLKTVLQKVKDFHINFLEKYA
#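 GPT2 10ng/uL, a-KG 250uM, L-Ala 2mM, HEPES pH7.5 + 0.0001% Tween; 30 min RT. Then Amplex mix (PO/HRP/ThPP), 30 min RT dark, fluorescence. AOA 50uM used as positive control.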
# NIH3T3 tox = cytotoxic compounds in NIH 3T3 cells. 94,000 tested, 4.3% active. NIH 3T3 viability, CellTiter-Glo ATP luminescence, 48-72 h. Potency, µM (top dose mostly 96.7 µM), for the others: at the highest dose activity change, negative = cytotoxicity, most hits filed as inhibitors; note: potency is the fitted concentration of half-maximal effect; nearly all actives have a fitted effect of over 55% in size
#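 Cytotoxicity was measured by CellTiter-Glo ATP luminescence after 48 or 72 h compound exposure at 37 °C. Mouse NIH 3T3 fibroblasts were seeded at 400 cells/well and dosed by 23 nL pin transfer.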
# SNCA expr inh = SNCA gene expression inhibition; HEK-293 SNCA-luciferase knock-in, luminescence, 24 h; Potency, µM (titrated, usually from 57.2 µM), for inactives: at the top dose activity change, negative = inhibition, actives largely listed as inhibitors; 140,000 tested, 0.17% active; AID 1671194;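 note: potency is the fitted concentration of half-maximal effect; plate controls were DMSO cells for no effect and cell-free wells for full effect; nearly all actives have a fitted effect of over 45% in size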
# The depositor's hits bear a star; i = inactive; ? = inconclusive; . = no result given; & = joins results of further samples; [ ] = another dose, or the depositor's remark. Unless noted, calls come from the whole dose curve; as a rule, active = well fitted curve in the direction sought with a large enough effect; inconclusive = small, poorly fitted or top-dose-only effect, or another doubt; inactive = no such curve, though single readings can be large; an effect the other way counts as inactive or inconclusive. Unless noted, % is set by controls: 0 for no effect and ±100 for the full control effect. No enrichment for hits; about 7.7% have a hit in one of these screens.
SMILES,HEK cytotox,HEK293 viab,IP6K1 inhibitor,FLuc inh,GPT2 inhibitor,NIH3T3 tox,SNCA expr inh
COc1ccc2c(c1)OCC(C(=O)NCC1(c3ccccc3)CCOCC1)C2 (configuration not stated),-27%,6%,9,-8%,i,-26%,-24%
Cc1cc(OCC(=O)Nc2sc3c(c2C(N)=O)CCCC3)ccc1C(C)C,.,-4%,4,.,.,.,-10%
CCOc1ccc(C(=O)Cn2c(=O)n3nc(CCn4nc(C)cc4C)nc3c3cc(OC)c(OC)cc32)cc1,.,-4%,4,.,.,.,-4%
O=C1CCC2(CCN(C(=O)c3ccccc3)CC2)CN1CC1CCCO1 (configuration not stated),i,-6%,3,-3%,-1%,1%,38%[activator]
O=C(CCCc1nc(-c2ccco2)no1)Nc1ccccc1[N+](=O)[O-],.,-3%,1,.,.,.,3%
CCn1cc(-c2ccncc2)cc1C(=O)N1CCOCC1,10%,5%,-6,1%,-4%,-15%,50%[activator]
O=C(O)[C@H]1C[C@@H](C(=O)NCc2ccncc2)CN(C(=O)CC2CCCC2)C1,-5%,10%,-23,-2%,-4%[11.5 µM],-2%,78%[activator]
CCCCNC(=O)CCN(CCCOC)C(=O)c1cc(C)oc1C,?,6%,18,-2%,i,-6%,-7%
COc1ccccc1-c1ccc(C(=O)N2CCC(NC(=O)c3ccc(Cl)nc3)CC2)cc1,?,-3%&-2%[12.5 µM],-11&-12,.,-5%,?,?
CCOC(=O)C1CCCN(C(=O)c2nc3sccn3c2-c2cccnc2)C1 (configuration not stated),3%,2%,9,.,i,-3%,4%
CCCCc1nn(CC(=O)N2CCCC2c2nc(C3CC3)no2)c(=O)n1CC (configuration not stated),0%,-4%,4,0%,-8%,4%,-20%
Cc1ccc(C2=NC3(CCN(C(=O)c4cccc(N(C)C)c4)CC3)ON2)cc1,-24%,2%,-8,14µM*,i,-24%,120%[activator]

# Molecules listed so far with sulfur (two):
SMILES,HEK cytotox,HEK293 viab,IP6K1 inhibitor,FLuc inh,GPT2 inhibitor,NIH3T3 tox,SNCA expr inh
Cc1cc(OCC(=O)Nc2sc3c(c2C(N)=O)CCCC3)ccc1C(C)C,.,-4%,4,.,.,.,-10%
CCOC(=O)C1CCCN(C(=O)c2nc3sccn3c2-c2cccnc2)C1 (configuration not stated),3%,2%,9,.,i,-3%,4%

# Next part
SMILES,HEK cytotox,HEK293 viab,IP6K1 inhibitor,FLuc inh,GPT2 inhibitor,NIH3T3 tox,SNCA expr inh
COCCN1Cc2ccc(Nc3ccc(OC)cc3)nc2C(C)(C(=O)NC2CCC2)C1 (configuration not stated),?,?,18,?,5%[88.5 µM],?,7%[87.6 µM]
O=C(c1ccc(CCC2COc3ccccc3O2)cc1)N1CCCCC1 (configuration not stated),?,-6%,7,35µM*,-6%,?,25%
CN1CCN(c2nc3c(c(=O)[nH]2)CCN(Cc2ccc(Cl)c(F)c2)CC3)CC1,-7%,-1%,7,19%,i,-24%,4%
Cn1c(=O)[nH]c(=O)c2c1nc(CN1CCN(c3ccccc3F)CC1)n2Cc1ccc(F)cc1,.,6%,24,.,.,.,4%
CC(C)c1ccc(OC(=O)c2cc(-c3ccc4c(c3)OCCO4)on2)cc1,.,13%,5,.,.,.,-13%
CC(=O)N[C@@H](CCC(=O)O)C(=O)O,.,-3%[23.9 µM],32,.,?,.,50%[25.6 µM]
CC1(CNc2ccccc2)COc2ccc(C(=O)NCCc3ccccn3)cc2N1 (configuration not stated),100µM*,5%[87.6 µM],-15,-20%[172 µM],-1%[88.5 µM],?,34%[87.6 µM]
C[C@@H](O[C@H]1OCCN(Cc2n[nH]c(=O)[nH]2)[C@@H]1c1ccc(F)cc1)c1cc(C(F)(F)F)cc(C(F)(F)F)c1,.,-7%,.,.,3%,.,1%
CC(C)N1C(=O)CO[C@H](c2ccc(NC(=O)C3CCOCC3)cc2)[C@H]1CO,i,-2%[87.6 µM],-1,1%[172 µM],-3%[88.5 µM],i,45%[activator][87.6 µM]
CCOC(=O)c1ccc(N2C(=O)c3n[nH]c(C)c3C2c2ccc(OCC)cc2)cc1 (configuration not stated),.,?,5,.,.,.,?
CCCN(CC1CC1)C(=O)[C@@H]1CN(S(=O)(=O)CC)C[C@H]1c1ccncc1,-11%,-5%,-10,-9%,i,?,1%
CCOCCOC1CCN(C(=O)Nc2ccccc2F)CC1,-6%,-5%[12.5 µM],24,-5%,i,i,19%
COc1ccc2[nH]c(C[C@@H]3C[C@@H](C(C)C)[C@H](CN)C=C3C)nc2n1,?,-22%[87.6 µM],11,0%[172 µM],-5%[88.5 µM],?,11%[87.6 µM]
CC(=O)NC1(C)CCN(Cc2ccc(-c3ccc([S+](C)(=O)[O-])cc3)cc2)C1 (configuration not stated),?,-6%[87.6 µM],-2,-12%[172 µM],-17%[88.5 µM],-12%[138 µM],42%[activator][87.6 µM]
CN(C)C[C@@H]1CN(C)C[C@H]1NC(=O)c1ccccc1OC(F)(F)F,-28%,-4%,3,4%,-4%,-10%,12%
CCOc1ccccc1NC(=O)CN1Cc2ccccc2C1=O,.,2%,2,.,.,.,-22%
CN(CC(=O)Nc1ccccc1Cl)S(=O)(=O)c1ccc(C(=O)N2CCOCC2)s1,.,-2%,7,.,.,.,4%
CCC(=O)N1CCc2c(sc3ncnc(N(C)Cc4ccccc4)c23)C1,?,-6%,-7,3%,i,?,?
CC(C)NC[C@H]1O[C@@H]2C[C@@H](CC(=O)N3CCOCC3)O[C@@H]2[C@@H]1O,-10%[172 µM],0%[87.6 µM],-5,-3%[172 µM],i,-4%[174 µM],-28%[87.6 µM]
COc1ccc(CN2CCc3nc(N(C)C)[nH]c(=O)c3CC2)c(Cl)c1OC,4%,-8%,15,2%,1%,0%,3%
CC(=O)N1CCC(NC2(Cc3cc(CN4CCOCC4)on3)COC2)CC1,i,-2%[87.6 µM],-5,12%[172 µM],3%[88.5 µM],2%[138 µM],12%[87.6 µM]
CCCNC(=O)Cn1nc2n(c1=O)CCCCC2,8%,5%,24,-2%,i,i,-18%
O=C(NCC1CCOCC1)Nc1ccc(Cl)cc1,-3%,12%,16,?,i,i,48%[activator]
COCCN(Cc1nc(-c2cc3c(cc2Cl)OCO3)oc1C)C(C)C,-24%,0%,0,3%,1%,-23%,-8%

# Look-ups from the list.
# Under IP6K1 inhibitor, `O=C(NCC1CCOCC1)Nc1ccc(Cl)cc1` has 16
# Under IP6K1 inhibitor, `CN(C)C[C@@H]1CN(C)C[C@H]1NC(=O)c1ccccc1OC(F)(F)F` has 3
# Under FLuc inh, `CCCNC(=O)Cn1nc2n(c1=O)CCCCC2` has -2%
# Under NIH3T3 tox, `COc1ccc(CN2CCc3nc(N(C)C)[nH]c(=O)c3CC2)c(Cl)c1OC` has 0%
# Under FLuc inh, `CCC(=O)N1CCc2c(sc3ncnc(N(C)Cc4ccccc4)c23)C1` has 3%

# (next part)
SMILES,HEK cytotox,HEK293 viab,IP6K1 inhibitor,FLuc inh,GPT2 inhibitor,NIH3T3 tox,SNCA expr inh
COc1cc2occc2c(O[C@@H]2O[C@H](CO)[C@@H](O)[C@H](O)[C@H]2O)c1CCC(=O)O,.,5%[23.9 µM],-5,.,4%[27.3 µM],.,.
CN1CCN(c2nc3c(s2)CN(C(=O)c2ccccc2)CC3)CC1,?,-1%,18,2%,-12%,0%,-17%
O=C(CSc1nnc(-c2ccccc2)o1)c1cccc([N+](=O)[O-])c1,.,-3%,-20,.,.,.,-10%
O=C(NCCc1ccc(Cl)cc1)C1CCc2nnc(-c3cccc(C(F)(F)F)c3)n21 (configuration not stated),?,-23%,5,.,-9%,?,-30%
COC(=O)c1ccc(CN2C(=O)[C@@H]3C[C@@H](O)CN3C3(CN(CC(C)C)C3)C2=O)cc1,i,-6%[87.6 µM],4,2%[172 µM],?,i,-10%[87.6 µM]
O=C(c1n[nH]c(=O)c2ccccc12)N1CCN(C(=O)N2CC3CC(C2)[C@H]2CCCC(=O)N2C3)CC1 (some centres not stated),18%,-7%,2,-6%,i,i,1%
CNC(=O)[C@@H]1C[C@H](Oc2ccccc2)CN1C(=O)CCc1nc2ccccc2[nH]1,-16%,-21%,14,-3%,?,-16%,-9%
COc1cccc(OC)c1OCCNCC1CSc2ccccc2O1 (configuration not stated),.,3%,.,.,i,.,9%
Cc1cccc(C(=O)NCCC2CCN(C(=O)Nc3ccc(F)cc3)CC2)c1,-7%,-8%,2,-18%,-4%,-26%,-8%
COc1ccc(-c2cc(C(F)(F)F)nc(SCC(=O)N3CCC(C)CC3)n2)cc1,.,5%,0,.,.,.,-11%
CC(=O)c1ccc(N2CCN(C(=O)C3CCN(S(=O)(=O)c4c(C)noc4/C=C/c4ccccc4F)CC3)CC2)cc1,.,0%,-7,.,.,.,10%
COc1ccccc1CN1Cc2cc(NC(=O)c3ccc([N+](=O)[O-])cc3)ccc2OC(C)C1=O (configuration not stated),?,-4%,26,-3%,i,?,-3%
CCO[C@H]1CN(C(=O)COc2ccc(Cl)cc2C)C[C@@H]1O,i,1%,-2,0%,-1%,3%,?
Cc1ccc(N(C)S(=O)(=O)c2ccc3[nH]cc(C(=O)O)c(=O)c3c2)cc1C,.,-13%,30,.,.,.,1%
O=C(O)[C@H]1C[C@]2(CCCCNC2=O)N(C(=O)c2ccccc2)[C@H]1c1ccccc1,-14%,.,3,.,.,?,.
O=C(Nc1ccc(Cl)cc1Cl)c1cnn2ncccc12,?,7%[87.6 µM],0,-7%[172 µM],5%[88.5 µM],-23%[138 µM],14%[87.6 µM]
COCCNC(=O)CCCn1c(SCc2ccccc2Cl)nc2c(sc3ccccc32)c1=O,.,-14%,22,.,.,.,-3%
O=C(c1ccc(-c2ccccc2)cc1)N1C[C@@H]2C[C@H](C1)c1ccc(NS(=O)(=O)c3cccc(F)c3)c(=O)n1C2,50µM*,-18%,-2,?,i,?,-9%
O=C(c1ccncc1)N1CCC(c2cc(-c3ccc(F)cc3)n[nH]2)CC1,?,3%,6,-8%,2%,?,-6%
O=C(NCc1ccc(F)cc1F)C1CCN(Cc2ccccc2-c2cccnc2)CC1,?,6%[12.5 µM],8,.,1%,-18%,15%
COc1ccc(CNC(=O)c2cc3sccc3n2Cc2ccc(F)cc2)cc1,.,-5%,-4,.,.,.,14%
Cn1c(CCNC(=O)C2CCCN(C(=O)c3ccccc3)CCC(=O)NCC2)nc2ccccc21 (configuration not stated),-24%,7%,-3,-12%,i,-12%,11%
COc1ccccc1C1Nc2c(sc3nc(C)cc(C)c23)C(=O)N1c1ccccc1 (configuration not stated),.,?,20,.,.,.,117%[activator]
COc1ccc(-c2nn(-c3ccccc3C)cc2CN2CCCC(C)(O)C2)cc1F (configuration not stated),?,-22%,8,0%,-22%,0%,4%
O=C(CCn1cnc2ccccc2c1=O)NCc1ccccc1,.,11%,-11,.,.,.,7%
O=C(NCCCN1CCCCC1)C1(CCO)CC12CCOCC2 (configuration not stated),-15%,12%,26,.,i,-16%,0%
CCNC(=O)c1c2c(nc3ccccc13)C(=O)N(C1CCCCC1)C2,.,6%,35,.,.,.,21%
